GRP78 ERSR act = inducers of ER stress response in human glioma cells; U87-MG GRP78 promoter luciferase reporter, 16 h; Potency, µM, for inactives: at the top dose activation, actives largely listed as activators; 420,000 compounds, 0.02% hits; note: potency is the fitted concentration of half-maximal effect; series mostly up to about 76 µM; % of control where 0% means no effect; nearly all actives have a fitted effect of over 35% in size
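ERSR induction read as luciferase luminescence (Bright-Glo, 10 min at room temperature) in stably transfected human U87-MG glioma cells exposed to compounds for 16 h, using GRP78 as sensor.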
Vif-APOBEC3G blk = Vif-A3G binding inhibition | Q9HC16 | HeLa A3G-eYFP + Vif (tagged APOBEC3G with the HIV-1 protein that degrades it), YFP fluorescence, overnight | Potency, µM (series often up to 46.1 µM), without a hit: at the highest dose activity, negative = active, hits mostly inhibitors | 410,000 compounds, 0.076% hits | AID 602310;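 note: potency is the fitted concentration of half-maximal effect; % is set by controls: 0 for no effect and ±100 for the full control effect; nearly all actives have a fitted effect of over 60% in size; hits raise eYFP signal because A3G escapes Vif-driven loss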
Target sequence (Q9HC16 whole entry, looked up): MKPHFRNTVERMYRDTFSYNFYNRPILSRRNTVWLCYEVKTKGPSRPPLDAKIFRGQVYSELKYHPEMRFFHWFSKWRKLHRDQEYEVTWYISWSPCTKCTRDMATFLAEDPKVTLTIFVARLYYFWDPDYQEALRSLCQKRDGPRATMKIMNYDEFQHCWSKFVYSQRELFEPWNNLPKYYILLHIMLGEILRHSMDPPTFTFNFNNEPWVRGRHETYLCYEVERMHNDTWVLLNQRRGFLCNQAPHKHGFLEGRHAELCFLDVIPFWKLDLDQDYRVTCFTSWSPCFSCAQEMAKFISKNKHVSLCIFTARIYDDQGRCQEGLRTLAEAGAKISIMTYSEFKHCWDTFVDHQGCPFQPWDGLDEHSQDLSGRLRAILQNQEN
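HeLa cells stably expressing Vif and C-terminally eYFP-tagged A3G, seeded overnight at 37 deg C, then exposed to compound by pintool overnight at 37 deg C. Rise in yellow fluorescence (Ex 488/Em 500-530, Acumen) marks blocked Vif-driven A3G degradation.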
D2 PAM = D2 dopamine receptor (human) potentiation | P14416 | HEK293 T-REx D2, calcium flux, EC20 dopamine potentiation | potentiation, % at 10 µM | 340,000 compounds, 0.34% hits;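 active = potentiation over 3 SD above the plate norm, cut at about 30% in these data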; note: 0% is about no effect
Target sequence (P14416 whole entry, looked up): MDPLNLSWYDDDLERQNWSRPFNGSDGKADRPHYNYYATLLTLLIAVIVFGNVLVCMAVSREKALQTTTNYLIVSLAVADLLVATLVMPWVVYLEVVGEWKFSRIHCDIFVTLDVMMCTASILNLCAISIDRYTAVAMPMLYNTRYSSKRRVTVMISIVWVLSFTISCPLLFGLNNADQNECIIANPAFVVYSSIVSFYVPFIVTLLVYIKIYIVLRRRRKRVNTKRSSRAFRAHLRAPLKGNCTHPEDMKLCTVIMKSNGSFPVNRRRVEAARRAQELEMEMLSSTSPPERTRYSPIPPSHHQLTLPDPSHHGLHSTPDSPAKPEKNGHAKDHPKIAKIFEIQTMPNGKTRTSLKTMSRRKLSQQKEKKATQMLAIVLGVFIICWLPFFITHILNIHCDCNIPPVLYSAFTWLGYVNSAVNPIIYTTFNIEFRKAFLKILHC
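Primary screen. Calcium kinetics in induced HEK293 T-REx D2 cells: compound pre-addition 180 s, EC20 dopamine, 180 s more.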
RXFP1 agonist = agonists of human relaxin receptor RXFP1; Q9HBX9; HEK293T-RXFP1 cAMP TR-FRET, 30 min; response scale: percent of porcine relaxin response, buffer zero; Potency, µM (doses to about 57.5 µM), for the others: top-dose activation, usual class: activators; 370,000 compounds, 0.3% hits; note: potency is the fitted concentration of half-maximal effect; % is set by controls: 0 for no effect and ±100 for the full control effect; nearly all actives have a fitted effect of over 60% in size; many of its hits are not listed in these tables
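HEK293 cells stably expressing RXFP1, treated 30 min at 37C with compounds plus PDE4 inhibitor Ro 20174; cAMP measured by HTRF TR-FRET. Normalized to buffer and 29 nM porcine relaxin; EC50 by Hill fit.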
D1 ag = activates the human D1 dopamine receptor | P21728 | HEK293 T-REx D1 cells, calcium flux, agonist mode | activation, % at 2 µM | 360,000 compounds, 1% hits | AID 504660; in the data active = activation above about 30%; note: 0% is about no effect
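Agonism was scored from calcium flux recorded over 180 s (1 read/s) after pintool compound addition, following a 10-cycle baseline. Cells were inducible force-coupled HEK293 TREx D1, plated overnight at 30 C and loaded with no-wash calcium dye.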
D1 PAM = enhances dopamine response at the human D1 receptor; P21728; HEK293 TREx D1 cells, calcium flux, dopamine EC20 potentiation; potentiation, % at 10 µM; 360,000 compounds, 0.036% hits; AID 504651; in the data active = potentiation above about 30%; note: 0% is about no effect
LDHA block = blocks human lactate dehydrogenase A | purified LDHA, NADH/diaphorase-resazurin fluorescence; stronger effect = lower value | 480,000 compounds, 0.15% hits | activity change, % (values are at about 110 or 230 µM) | P00338 | AID 1347041; in the data active = activity change below about -30%; inconclusive = mostly about -25% to -30%;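 note: plate controls were DMSO wells for no effect and wells without enzyme for full effect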
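Enzyme activity of human lactate dehydrogenase 5 (2 nM; 0.06 mM NADH, 0.2 mM pyruvate, 5 min, RT) is measured via a resazurin/diaphorase fluorescence readout of residual NADH.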
D1 antag = human D1 dopamine receptor antagonism; HEK293 TREx D1 cells, calcium flux, dopamine EC80; stronger effect = lower value; activity change, negative = inhibition, % at 10 µM; 360,000 compounds, 3.2% hits; AID 504652; in the data active = activity change below about -30%; note: % is set by controls: 0 for no effect and ±100 for the full control effect
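Tetracycline-induced HEK293 T-REx cells with force-coupled D1 receptor were loaded with a no-wash calcium dye. Compound was added after a 10 s baseline and read kinetically for 180 s; EC80 dopamine was then added and calcium flux followed another 180 s.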
Vif-APOBEC3F blk = blocks the Vif interaction with APOBEC3F. HeLa A3F-eYFP + Vif (tagged APOBEC3F with the HIV-1 protein that degrades it), YFP fluorescence increase. Potency, µM (highest dose often 46.1 µM), without a hit: at the highest dose activity, negative = active. 390,000 compounds, 0.2% hits. AID 602313; note: potency is the fitted concentration of half-maximal effect; % of control where 0% means no effect; nearly all actives have a fitted effect of over 65% in size
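Fluorescence increase (Ex 488/Em 500-530) after overnight compound treatment at 37 deg C flags inhibition of Vif-driven A3F-eYFP loss in stable HeLa A3F-eYFP/Vif cells seeded overnight beforehand.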
* marks the source's active call; other numbers are inactive results; ? = inconclusive; nt = not tested or not shown; & = joins results of further samples. Unless noted, calls come from the whole dose curve; as a rule, active = well fitted curve in the direction sought with a large enough effect; inconclusive = small, poorly fitted or top-dose-only effect, or another doubt; inactive = no such curve, though single readings can be large; an effect the other way counts as inactive or inconclusive. The list is partial (hit frequency here may not be typical).

SMILES	GRP78 ERSR act	Vif-APOBEC3G blk	D2 PAM	RXFP1 agonist	D1 ag	D1 PAM	LDHA block	D1 antag	Vif-APOBEC3F blk
CN(C)c1nc2n(c(=O)n1)C(C#N)CS2 (configuration not stated)	-3%	-1%	6	1.4%	3	3	-2	14	-2%
O=c1[nH]c(N2CCN(Cc3ccc4c(c3)OCO4)CC2)nc2c1CCCC2	-4%	0%	0	-5.0%	3	0	-9	-26	3%
Cc1ccc(S(=O)(=O)n2cnc3ccccc32)c(C)c1	-4%	2%	7	-0.7%	-1	-2	-2	nt	0%
CC(=O)Nc1ccc(NC(=O)CNS(=O)(=O)c2ccc(C)cc2)cc1	-3%	0%	17	0.2%	2	-10	-6	6	-2%
Cc1ccc(-c2c(C(=O)N/N=C/c3sccc3C)nnn2-c2nonc2N)cc1	-4%	-6%	5	9.2%	7	-8	-10	4	9%
COc1cccc(N2CCN(c3ccc4nnc(CCC(=O)Nc5ccc(F)cc5F)n4n3)CC2)c1	-3%	-2%	-10	3.2%	4	-4	-2	-19	-9%
CCNC(=O)CCSc1nnc(-c2ccco2)o1	-1%	-3%	12	2.8%	3	4	-1	9	1%
CCN(CC)c1ccc(C(=O)Nn2cnc3ccccc3c2=O)cc1	1%	-5%	12	0.0%	13	-1	-1	2	-4%
CCN1Cc2cc(OC)ccc2-c2ccccc2S1(=O)=O	-2%	0%	nt	nt	nt	nt	2	nt	-4%
O=C(C1COc2ccccc2O1)N1CCN(c2nc3c(F)cc(F)cc3s2)CC1 (configuration not stated)	0%	1%	-5	-1.2%	5	-2	3	-8	3%

The closing 3 compounds of the section before open the next one:
SMILES	GRP78 ERSR act	Vif-APOBEC3G blk	D2 PAM	RXFP1 agonist	D1 ag	D1 PAM	LDHA block	D1 antag	Vif-APOBEC3F blk
CCN(CC)c1ccc(C(=O)Nn2cnc3ccccc3c2=O)cc1	1%	-5%	12	0.0%	13	-1	-1	2	-4%
CCN1Cc2cc(OC)ccc2-c2ccccc2S1(=O)=O	-2%	0%	nt	nt	nt	nt	2	nt	-4%
O=C(C1COc2ccccc2O1)N1CCN(c2nc3c(F)cc(F)cc3s2)CC1 (configuration not stated)	0%	1%	-5	-1.2%	5	-2	3	-8	3%
O=C(Cn1c(=O)oc2ccccc21)N1CCN(c2ccccc2)CC1	1%	1%	-6	0.7%	-1	0	2	12	-8%
Cc1cc(/C=N/NC(=O)c2cc3ccccc3o2)c(C)n1C	4%	?	-22	-4.4%	-1	-1	-1	-12	7%
O=C(Nc1scc(-c2ccccc2)c1C(=O)O)c1ccccc1Cl	3%	-4%	-1	-0.4%	2	-2	-4	-4	1%
COc1ccc(-c2csc3nc(C)n(-n4cccc4)c(=O)c23)cc1OC	0%	-2%	3	0.0%	2	-1	-6	2	-3%
COc1ccc(C(C(=O)NC(C)(C)C)N(Cc2cccs2)C(=O)CCC(=O)Nc2cc(C)on2)cc1 (configuration not stated)	-1%	0%	9	-0.2%	3	5	-5	-22	3%
C[C@@H](NC(=O)[C@@H]1Cc2ccccc2CN1)C(=O)Nc1ccc2c(c1)OCO2	2%	2%	nt	0.8%	-2	14	7	-5	2%
COc1ccc([N+](=O)[O-])c(O)c1C(C)=O	-2%	1%	nt	nt	nt	nt	-10	nt	-5%
CCOC(=O)/C(=C/c1ccc(OC(=O)c2ccncc2)cc1)C(C)=O	-1%	0%	-4	0.5%	3	-11	-6	11	1%
CCc1ccc(N(CC(=O)NCc2ccc(F)cc2)C(=O)c2csnn2)cc1	-3%	-2%	-2	1.0%	2	2	-2	-4	13%
Cc1nc(N2CCOCC2)nc2c1CCC2	1%	-7%	-25	-0.2%	1	8	-6	1	0%
COc1ccc(N2CC(C(=O)Nc3nccs3)CC2=O)cc1 (configuration not stated)	3%	0%	-7	2.7%	3	-1	2	10	-1%
Cc1nc2nc(C)c(NS(=O)(=O)c3ccc4c(c3)CCCC4)c(=O)n2[nH]1	-4%	0%	19	-1.1%	-2	4	1	-4	6%
CCC1Oc2ccccc2N(CC(=O)NCCc2ccc(OC)c(OC)c2)C1=O (configuration not stated)	-1%&-3%	0%&1%	-5&-1	-0.8%&-0.5%	2&7	-1&-14	-4&0	-14&-8	3%&5%
CCC(=O)Nc1ccccc1-c1nc2ccccc2n(CC(=O)c2ccc(C)c(C)c2)c1=O	-3%	3%	3	1.5%	0	0	-3	3	3%
Cc1ccc(C)c(NC(=O)c2cc(S(=O)(=O)N3CCOCC3)cn2C)c1	-4%	-1%	-10	0.2%	2	-5	-9	3	-7%
O=C(Cn1c(NCCO)nc2ccccc21)NCC1CCCO1 (configuration not stated)	-6%	2%	3	-0.6%	4	-1	-1	-5	4%
CN(Cc1ccccc1)/C(=N/O)c1cccc(Cl)c1	3%	-4%	nt	2.4%	3	0	0	-17	0%
COc1cccc(CN2CC(C(=O)N(C)Cc3ccnc4ccccc34)CCC2=O)c1 (configuration not stated)	-3%	-3%	-1	-2.2%	0	-2	-4	-5	2%
CC(C)c1ccc(NC(=O)Cn2c(=O)n(Cc3nc(-c4ccccc4)no3)c(=O)c3cc4c(cc32)OCO4)cc1	-3%	0%	4	2.8%	4	-2	0	1	0%
CCc1nnc(NC(=O)CN2CCN(c3ccccc3F)CC2)s1	-3%	1%	-10	0.1%	0	-3	2	-4	7%
COc1cc2nc(C3CCC3)n(NC(=O)C(OC(C)=O)c3ccccc3)c(=O)c2cc1OC (configuration not stated)	-4%	-6%	-5	0.0%	13	-5	-5	-1	2%
O=C(c1ccco1)N1CCN(C(=S)Nc2cc(F)cc(F)c2)CC1	-4%	0%	26	0.9%	3	0	-2	-1	-1%
O=C1NN(c2cccc(Br)c2)C(=O)/C1=C/c1cccs1	1%	2%	2	-1.9%	4	3	1	12	-10%
Cc1nn(CC(=O)Nc2ccccc2)c(=O)c2ccccc12	-2%	-3%	-14	-0.6%	1	-4	-3&1	-12	0%
COc1ccc(Nc2nc(N)c3cc(OC)c(OC)cc3n2)cc1	-6%	-4%	nt	0.8%	0	0	-11	3	-1%
Cc1ccc(-c2csc3nnc(SCC(=O)NCc4ccco4)n23)cc1	-2%	0%	13	1.2%	2	-5	-3	-15	-7%
CC(C)(C)OC(=O)NCCCC[C@H](NC(=O)c1[nH]cnc1C(=O)N[C@@H](Cc1ccccc1)C(=O)OC(C)(C)C)C(=O)OC(C)(C)C	-2%	-6%	0	16%	14	-5	2	-26	1%
O=C(NN=C1C2CC3CC(C2)CC1C3)c1cccc(S(=O)(=O)N2CCOCC2)c1	-2%	1%	7	-0.2%	2	-2	-1	6	-3%
COC(=O)c1ccccc1NC(=O)CSc1ccccc1	2%	0%	-3	-0.6%	10	-4	-3	4	nt
COc1ccc(NC(=O)CCS(=O)(=O)c2ccc3nc(C)sc3c2)cc1Cl	-3%	3%	3	-0.1%	1	-1	3	-18	3%
COc1cccc(CC2(CO)CCCN(Cc3cn[nH]c3-c3ccccc3)C2)c1 (configuration not stated)	-5%	-9%	0	-2.2%	9	-10	1	-3	-4%
CCCCC(=O)Nc1nnnn1CCC	-4%	-3%	1	5.2%	3	-6	-6	0	12%
Cc1ccccc1OCC(=O)Nc1cc(S(=O)(=O)N2CCOCC2)ccc1N1CCCC1	-2%	1%	10	2.1%	3	-3	0	0	-6%
COc1cc(C(=O)Nc2ccc(N(C)C)cc2)c([N+](=O)[O-])cc1OC	8%	0%	7	-2.2%	0	0	-14	-19	0%
c1ccc(Nc2c3c(nc4ccccc24)CCC3)cc1	-9%	2%	-7	0.9%	4	-11	15&-6	nt	1%
Cc1ccc(CCNC(=O)C2CCN(S(=O)(=O)c3cccc4cccnc34)CC2)cc1	7%	-4%	-6	2.5%	0	-2	-3	4	2%
O=C(c1ccco1)N1CCN(S(=O)(=O)Cc2ccc(Cl)cc2)CC1	-2%	0%	-6	-1.5%	1	5	-15	-11	1%
CCOc1ccc(NC(=O)C2CCCN(S(=O)(=O)c3cnc[nH]3)C2)cc1 (configuration not stated)	-2%	3%	4	0.4%	0	3	-2	-9	0%
COc1cccc(-c2nnc3sc(-c4ccco4)nn23)c1	0%	0%	6	1.0%	-1	-1	-2	7	6%
O=C(NN=C1CCCC1)c1ccccc1OCCOc1ccccc1	-3%	0%	13	0.9%	-2	1	1	14	-7%
O=c1c(-c2cnn(-c3ccccc3)c2)coc2cc(O)ccc12	6%	0%	4	-0.4%	3	-6	-4	-3	12%
COc1ccc(CCNC(=O)C(C)OC(=O)c2ccco2)cc1OC (configuration not stated)	-6%	1%	-6	-0.1%	0	-5	-3	-19	0%
COc1cc(OC)cc(-c2c(C#Cc3ccsc3)c3cc(-c4cc(F)cc(F)c4)ccc3n2C)c1	-6%	-1%	nt	nt	nt	nt	-6	nt	11%
CCOc1cc(/C=N/Nc2nn3cnnc3c3ccccc23)ccc1O	4%	-10%	0	4.3%	2	4	0	6	-8%
O=C(Cc1cccs1)Nc1ccc(-c2nnc(-c3ccco3)o2)cc1	1%	-1%	10	6.9%	6	-4	0	-7	?
Cc1ccc(NC(=O)NNC(=O)c2ccc3c(c2)NC(=O)C(C)(C)O3)cc1	7%	1%	-10	1.2%	0	-10	-4	-2	3%
CCC(C)N(CCNC(=O)CC1Oc2ccc(C)cc2NC1=O)C1CCCCC1 (configuration not stated)	-4%	2%	-10	0.4%	0	nt	-6	-15	-9%
Cc1cc(Nc2nc3c(c(=O)n(C)c(=O)n3C)n2C)n(-c2ccc(Cl)cc2)n1	3%	-1%	-2	-1.1%	1	-8	-7	-8	-7%
COc1cc(C(=O)N/N=C/c2cn(Cc3ccccc3)c3ccccc23)ccc1O	1%	-10%	12	3.0%	-2	-1	-4	-1	-21%
C[C@H](CO)N1C[C@H](C)[C@@H](CN(C)Cc2ccc(Cl)c(Cl)c2)OCc2cnnn2CCCC1=O	1%	-3%	nt	nt	nt	nt	-19	nt	-3%
